12-LOX inh = Primary qHTS assay for inhibitors of human arachidonate 12S-lipoxygenase (ALOX12): Round 2; Potency, µM (series often up to 108 µM), without a hit: top-dose activity change, negative = inhibition, actives largely listed as inhibitors; 1.1% of 580,000 active; Polyunsaturated fatty acid lipoxygenase ALOX12 (Homo sapiens), P18054; purified 12hLO, xylenol orange hydroperoxide absorbance; AID 1671190, 2021; active means well fitted inhibition curve with a large enough effect; inconclusive means small, poorly fitted or top-dose-only effect, or another doubt; inactive means no such curve, though single readings can be large or run the other way; further: potency means the concentration at half of the fitted maximal effect
Target sequence (P18054 whole entry, looked up): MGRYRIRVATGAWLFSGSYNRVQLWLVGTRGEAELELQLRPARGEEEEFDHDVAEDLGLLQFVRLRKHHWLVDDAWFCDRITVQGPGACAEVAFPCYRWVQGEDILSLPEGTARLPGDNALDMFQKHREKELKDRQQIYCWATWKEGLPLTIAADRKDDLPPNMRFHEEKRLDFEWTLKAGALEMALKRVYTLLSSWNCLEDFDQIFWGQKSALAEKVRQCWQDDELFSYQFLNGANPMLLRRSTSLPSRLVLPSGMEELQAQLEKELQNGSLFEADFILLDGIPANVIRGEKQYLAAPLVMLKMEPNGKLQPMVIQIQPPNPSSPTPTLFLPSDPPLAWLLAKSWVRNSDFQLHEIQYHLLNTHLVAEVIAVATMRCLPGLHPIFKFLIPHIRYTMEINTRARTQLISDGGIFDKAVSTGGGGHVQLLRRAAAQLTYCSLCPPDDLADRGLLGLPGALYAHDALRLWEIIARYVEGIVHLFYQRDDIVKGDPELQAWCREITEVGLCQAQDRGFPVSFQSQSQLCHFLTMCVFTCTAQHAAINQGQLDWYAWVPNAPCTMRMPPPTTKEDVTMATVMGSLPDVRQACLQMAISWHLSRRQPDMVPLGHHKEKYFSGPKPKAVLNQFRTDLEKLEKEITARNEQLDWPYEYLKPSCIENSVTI
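Hydroperoxide product was detected by ferrous iron/xylenol orange as the 573 to 405 nm absorbance ratio. Arachidonic acid at 40 uM (final) was turned over for 30 min at room temperature by 150 nM human 12hLO, pH 7.0 Hepes buffer, after 15 min compound preincubation.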
LDHA inh = qHTS assay for inhibitors of human lactate dehydrogenase; purified LDHA, NADH/diaphorase-resazurin fluorescence; stronger effect = lower value; activity change, % (values are at about 110 or 230 µM); 0.15% of 480,000 active; in the data active means activity change below about -30%; inconclusive means mostly about -25% to -30%;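 further: plate controls were DMSO wells for no effect and wells without enzyme for full effect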
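Human LDH5 (2 nM) was incubated with 0.06 mM NADH and 0.2 mM pyruvate for 5 min at room temperature in Tris pH 7.4. Remaining NADH was coupled through diaphorase/resazurin, and resorufin fluorescence was read at 0 and 20 min.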
Starred values were filed as active, the others as inactive; ? = inconclusive; [ ] = remark or other dose. Unless noted, on the % scale 0 is the no-effect control and ±100 the full control effect. These rows are one share of the data; the hit share may differ from the screen's.

Molecule,12-LOX inh,LDHA inh
CN1CCOC(CNCc2cccc(C#N)c2)C1 (stereo unspecified),-0.3%,1.5
O=C(CSc1ncc(-c2cccc(Br)c2)o1)NC1CCCC1,2.2%,-5.2
COC(=O)[C@@H](NC(=O)c1snnc1-c1ccc(OC)cc1)C(C)C,2.8%,13.3
Cc1ccc2c(=O)cc(C(=O)N3CCOC34CCN(C)CC4)oc2c1,?,-0.8
Cc1nc2cc(F)ccc2cc1C(=O)N(C)CC(C)C,13.3%,-21.5
O=C(O)C(c1c[nH]c2ccc(Cl)cc12)N1CCN(Cc2cccnc2)CC1 (stereo unspecified),1.7%,2.1
Cc1ccc2nc(/C(C#N)=C\c3cccc(OCc4ccc(F)cc4)c3)[nH]c2c1,59.1%[activator],-1.1
Cc1ccc2oc(C(=O)N(Cc3ccc(F)cc3)C3CCS(=O)(=O)C3)cc(=O)c2c1 (stereo unspecified),4.0%,4.8
Cc1csc(SCC(=O)c2ccc(O)cc2O)n1,?,3.1
O=c1[nH]c2cc3c(cc2c(=O)n1Cc1nc(-c2ccc(C(F)(F)F)cc2)no1)OCO3,0.1%,1.2

Other structures
Molecule,12-LOX inh,LDHA inh
COc1cc(OC)c2c(C)c(CC(=O)Nc3ccc(Cn4cncn4)cc3)c(=O)oc2c1,31.2%,-17.4
OC(CNC(=S)Nc1ccc(Cl)cc1Cl)COCc1ccco1 (stereo unspecified),?,-3.3
Cc1cc(C(=O)OCC(=O)NC(c2ccccc2)c2ccccc2)c2ccccc2n1,?,-1.0
N#C/C(=C/c1ccc(SC(F)(F)F)cc1)c1ccccn1,-19.9%,-2.6
O=C(O)CCNS(=O)(=O)c1ccc(C(=O)/C=C/c2cccc(Cl)c2)cc1,-24.0%,0.9
CCOC(=O)c1c(C)[nH]c(C=O)c1C,-15.6%,4.2
Cc1ccc(C(=O)Nc2ccc(C(=O)O)cc2)cc1C,-23.1%,-12.2
Cc1cccc(C(=O)NNC(=S)NC(=O)c2ccc(C(C)(C)C)cc2)c1,17.8µM*,-9.8
O=C(O)c1cnc[nH]1,?,-1.2
Cc1ccc(N2CCN(C(=O)C(=O)c3cccc(Br)c3)CC2)cc1,-25.0%,5.0

New compounds follow.
Molecule,12-LOX inh,LDHA inh
O=C(CNc1cccc(S(=O)(=O)N2CCCCC2)c1)N1CCN(C(=O)c2cccs2)CC1,?,-8.9
CC(OC(=O)c1nn(C)c(=O)c2ccccc12)C(=O)Nc1ccc(S(=O)(=O)N2CCCCC2)cc1 (stereo unspecified),-25.8%,-1.2
O=C(COc1ccc2c(=O)c(-c3ccc(Cl)cc3)coc2c1)Nc1ccc2c(c1)OCO2,-23.5%,-9.4
O=C(Cc1noc(C(=O)NC2CC2)n1)Nc1cccc2ncccc12,28.4%,-9.3
CCCCN1C(=O)C(NC(=O)c2ccc(C(C)(C)C)cc2)(C(F)(F)F)C(C(C)=O)=C1C (stereo unspecified),5.5%,6.1
COc1ccc(OC(C)C(=O)Nc2ccc(Br)cc2C)cc1 (stereo unspecified),0.3%,-9.3
Brc1cccc(CNCc2ccc(Cn3cncn3)cc2)c1,?,-12.5
Cc1ccc(-c2cc(C(=O)O)c3ccc(Br)cc3n2)cc1C,-4.4%,1.7
COc1cc(OC)cc(C(=O)NC2CCc3ccccc32)c1 (stereo unspecified),?,11.2
O=C(Nc1ccccc1)c1cc2ccc(O)cc2oc1=O,-24.8%,-1.8

(next part)
Molecule,12-LOX inh,LDHA inh
Nc1ccc(-c2cn[nH]c2)cc1,-4.7%,-2.3
O=C1CC(C(=O)Nc2cccc(Cl)c2)c2c(nc(N3CCCC3)[nH]c2=O)N1 (stereo unspecified),?,-8.9
N#Cc1cccnc1NCCNC(=O)Nc1ccccn1,3.2%,1.1
Cc1ccc(NC(=O)CSc2nnc(-c3cccs3)n2-n2cccc2)c(C)c1,1.4%,0.4
CN(Cc1ccco1)C(=O)c1ccc(-n2cnnn2)cc1,10.5%,-4.0
CCC(C)C(NC(=O)OCc1ccccc1)C(=O)O (stereo unspecified),-8.2%,8.8
CC(C)(C)c1ccccc1OCC(O)Cn1nc(C(N)=O)c2ccccc2c1=O (stereo unspecified),-0.8%,7.0
Cc1cc(-c2nn3c(-c4ccccn4)nnc3s2)c2ccccc2n1,4.0%,-1.4
COc1ccccc1CCn1cnc(-c2ccc(Br)cc2)c1C(C)C,?,2.3
CN(CC(=O)NC(N)=O)C1CCCC1,0.2%,1.9

Further entries
Molecule,12-LOX inh,LDHA inh
c1coc(CNCCCN2CCCCC2)c1,?,-1.4
Cc1nc2c(=O)oc3ccccc3c2nc1C,-2.3%,16.5
CCN(CC)c1ccc(NC(=O)c2nccnc2N)cc1,?,2.3
C(#Cc1ccccc1)C[N+]1(CC#Cc2ccccc2)CCOCC1,48.1%,1.8
CCOC(=O)C1CCN(C(=O)C(C)OC(=O)c2nn(C(C)C)c(=O)c3ccccc23)CC1 (stereo unspecified),10.7%,0.2
COc1ccc(OCc2ccc(C#N)cc2)c(C(=O)O)c1,-20.7%,0.5
COc1ccccc1NC(=O)CSc1nnc(-n2nc(C)cc2C)n1N,-1.6%,0.1
N#Cc1nc(/C=C/c2cccs2)oc1N1CCC(C(N)=O)CC1,-23.3%,-2.7
CCOC(=O)c1ccc(OC(=O)c2ccccc2)cc1,-6.3%,1.1
Cc1ccc2sc(-c3ccccc3)nc2c1,-47.3%,8.6

Quoted from the listing:
Under 12-LOX inh, Cc1ccc2oc(C(=O)N(Cc3ccc(F)cc3)C3CCS(=O)(=O)C3)cc(=O)c2c1 (stereo unspecified) reads 4.0%
Under LDHA inh, C(#Cc1ccccc1)C[N+]1(CC#Cc2ccccc2)CCOCC1 reads 1.8

The listing continues.
Molecule,12-LOX inh,LDHA inh
NC(=O)CN1C(=O)C(O)(CC(=O)c2ccc3c(c2)OCO3)c2ccccc21 (stereo unspecified),-0.8%,6.3
CCCCn1c(N)c(N(CC(C)C)C(=O)c2cc(-c3ccccc3)nc3ccccc23)c(=O)[nH]c1=O,?,-2.5
COc1ccc2cc(-c3nc(-c4ccccc4Cl)no3)c(=O)oc2c1,?,-16.2
COc1ccc(NC(=O)Nc2ccc(C)c(OCc3cc(=O)n4ccccc4n3)c2)cc1OC,4.7%,1.2
O=C1Nc2ccccc2-n2nnnc2C1N1CCN(c2ccc(F)cc2)CC1 (stereo unspecified),?,-0.3
Cn1cc(-c2cc(-c3cnn(C)c3)[nH]n2)cn1,9.9%,-5.1
CCCCNC(=O)CN1CCN(c2ccc(NS(=O)(=O)c3cccs3)cc2C(=O)O)CC1,?,6.2
CCCN(C(=O)c1cn(C)c(=O)c2cc(OC)c(OC)cc12)c1cccc(C)c1,13.4%,-4.0
O=C(c1cccc2ccccc12)N1CCN(Cc2c[nH]c3ccccc23)CC1,1µM*,2.8
COC(=O)c1cccc(N2C(=O)C(=O)/C(=C(/O)c3ccccc3)C2c2ccc(NC(C)=O)cc2)c1 (stereo unspecified),-24.5%,13.8

Next part:
Molecule,12-LOX inh,LDHA inh
Cc1cccc(-n2c3c(c(=O)[nH]c2=O)CN(Cc2ccco2)CN3)c1,0.4%,4.1
N#CC1=C(N)Oc2n[nH]c(-c3ccc4ccccc4c3)c2C1c1ccc(O)cc1 (stereo unspecified),-3.5%,3.9
Cc1ccc(C2CCCN2C(=O)CSc2nnnn2C2CC2)cc1 (stereo unspecified),8.1%,6.2
CCC(C)(C)C1CCC(NC(=O)Cc2ccc(OC)c(OC)c2OC)CC1 (stereo unspecified),-4.1%,7.7
CC(=O)c1ccc(N2CCN(C(=O)C3CCN(S(=O)(=O)c4cn(C)c(C)n4)CC3)CC2)cc1,16.9%,-11.3
COc1ccc(C(=O)Nc2ccc3oc(=O)ccc3c2)cc1OC,-2.2%,-3.0
N#Cc1nc(-c2cccs2)oc1N1CCN(C(=O)c2ccccc2Cl)CC1,19.7%,2.7
CC1C2CC(C/C2=N\NC(N)=S)C1(C)C (stereo unspecified),?,-0.6
CC(C)N(Cc1ccc([N+](=O)[O-])cc1)c1ccccc1,19.7%,2.7
O=C(Nc1ccccc1F)c1cnn2c(C(F)F)cc(C3CC3)nc12,?,-0.2

Full records from above:
`CCC(C)(C)C1CCC(NC(=O)Cc2ccc(OC)c(OC)c2OC)CC1` (stereo unspecified) is listed as 12-LOX inh = -4.1%; LDHA inh = 7.7
`CC(C)N(Cc1ccc([N+](=O)[O-])cc1)c1ccccc1` is listed as 12-LOX inh = 19.7%; LDHA inh = 2.7

The list continues:
Molecule,12-LOX inh,LDHA inh
O=C(Cc1csc2nc(-c3ccc(Cl)cc3)cn12)NCCc1ccccc1,?,5.4
CCOC(=O)[C@]12CCCC=C1N(Cc1ccc(Cl)cc1Cl)C(=O)[C@H](CC(=O)NCc1cccc3ccccc13)C2,-16.5%,-0.7
Cc1ccc(Nc2ncnc(N)c2[N+](=O)[O-])cc1Cl,-46.5%,2.8
Cc1ccc(C)c(N2CCN(C(C(=O)NC3CCCC3)C(C)C)CC2)c1 (stereo unspecified),-9.6%,-3.8
Cc1c(C)c2ccc(OCC(=O)NCCN(C)C)c(C)c2oc1=O,12.2%,3.0
CC1=C(c2ccc(C(C)C)cc2)S(=O)(=O)NC1=NC(C)C12CC3CC(CC(C3)C1)C2 (stereo unspecified),?,11.9
O=C(N/N=C/CCc1ccccc1)C1CC1,25.6%,-4.2
Cc1ccc(Nc2nc(NCC3CCCO3)nc3c2cnn3-c2ccccc2)cc1 (stereo unspecified),-3.1%,9.8
CC(=O)c1cccc(NS(=O)(=O)c2ccc(C)cc2)c1,-2.1%,-6.2
CN(CC(=O)NCc1ccc(F)cc1)C(=O)c1ccc2c(c1)nnn2C,5.3%,-0.5

(list continues)
Molecule,12-LOX inh,LDHA inh
CCc1c(C)sc(NC(=O)CSc2ccccc2)c1C#N,-6.4%,-1.6
CCCn1c2ccc(F)cc2c2n[nH]c(=S)nc21,?,-11.4
COc1ccc(C(CNC(=O)c2ccc(Br)s2)N2CCCC2)cc1 (stereo unspecified),?,1.3
c1ccc2c(c1)Cc1cc(-n3cccc3)ccc1-2,4.7%,-0.2
O=C(c1ccc(C(F)(F)F)nc1)N1CCCC1c1ccncc1 (stereo unspecified),-34.6%,-2.9
CCc1ccc(C2C(C#N)=C(N)OC3=C2S(=O)(=O)N(Cc2ccccc2C)c2ccccc23)cc1 (stereo unspecified),?,3.2
CCOc1ccc(NC(=O)C(C)n2cnc3c2c(=O)n(C)c(=O)n3C)cc1 (stereo unspecified),13.2%,6.9
O=C(Cc1cccc2ccccc12)Oc1ccc(Cl)c2ccccc12,-0.2%,20.9
Cc1ccc(NC(=O)COc2ccc(/C=C(/C#N)C(=O)N3CCOCC3)cc2)cc1,14.8%,-3.8
CCCOc1ccc(-c2nc(C#N)c(N3CCCC3)o2)cc1,?,0.5

(continued)
Molecule,12-LOX inh,LDHA inh
N#CCCN1CCN(C(C(=O)O)c2cn(CCC(=O)O)c3cc(F)ccc23)CC1 (stereo unspecified),?,4.0
Cc1ccccc1C(=O)Nc1ccc2oc(-c3ccccc3)cc(=O)c2c1,-26.9%,4.0
COc1ccc2nc(Nc3nc(-c4ccccc4)cc(=O)[nH]3)nc(C)c2c1,-18.3%,8.2
Cc1ccc(C(C)NS(=O)(=O)C2=Cc3ccccc3CC2)o1 (stereo unspecified),?,62.9
COC(=O)c1ccc(C(=O)N(C)Cc2ccsc2)s1,11.5%,3.6
Cc1nccc(-c2cccc(C(=O)O)c2)n1,-7.9%,-8.8
COc1ccc(-c2noc(C(C)Oc3cccc(Cl)c3)n2)cc1 (stereo unspecified),-2.0%,1.0
CCOc1cc(C#N)ccc1OC(C(=O)NC1CC1)c1ccccc1 (stereo unspecified),?,-1.1
COc1cc(CCC(=O)NCc2cccs2)cc(OC)c1OC,-1.0%,6.3
Cc1ccc(Cn2c(Oc3ccc(F)cc3)nc3c2c(=O)n(C)c(=O)n3C)cc1,?,0.1

New compounds follow
Molecule,12-LOX inh,LDHA inh
O=C(Nc1ccc(OC(F)F)cc1)c1ccc2ccccc2n1,10.0%,9.1
Cc1c(C(=O)c2ccc(Cl)cc2)oc2cc(NC(=O)c3ccncc3)ccc12,?,-11.3
Cc1cc(C(=O)Nc2nnc(C3CC3)s2)c2ccccc2n1,-30.6%,7.3
CC(C)C(O)C(C#N)CN1CCCC1 (stereo unspecified),4.3%,-6.0
CCNc1nc2c(c(=O)[nH]c(=O)n2C)n1CCOC,-18.0%,3.8
C=CCNC(=O)NC(=O)CN(C)CCOc1cccc(C)c1,?,-1.8
O=C(CNC(=O)NCCc1ccccc1)NCC(F)(F)F,-42.4%,-8.8
CCNc1nnc(SCc2nc(-c3ccc(F)cc3)no2)s1,-11.3%,-0.1
O=C(CC(c1ccc(Cl)cc1)C1CCCCC1=O)c1ccccc1 (stereo unspecified),20.8%,0.1

High-throughput results: PubChem, National Center for Advancing Translational Sciences (NCATS)
